All columns: NCI-60 one-dose screen, growth in % after 48 h at 10 µM unless noted; 100 = growth as untreated, 0 = no growth, -100 = all killed.
HL-60(TB): HL-60(TB) leukemia cells; actives 9% (n = 78,000); AID 1794776; active = growth percent below 10
Starred values were filed as active, the others as inactive; & = joins results of further samples.

SMILES	HL-60(TB)
NC(Cc1ccc2c(c1)OCO2)c1ccc2c(c1)OCO2 (stereo unspecified)	108
O=C(Nc1ccc(-n2ccc3c(NC(=O)c4ccccc4)nccc32)cc1)Nc1cccc(C(F)(F)F)c1	64
O=S(=O)(O)c1nc(-c2ccccc2)c(-c2ccccc2)[nH]1	116
CCCc1nc2nc3c(c(C)nn3-c3ccccc3)c(-c3ccc(Cl)cc3)c2c(=O)[nH]1	105
O=[N+]([O-])c1cc(Cl)c(Cl)c(Cl)c1Cl	59&111
N=c1c2cc(-c3ccccc3)oc2ncn1NC(=O)c1ccccc1	136
CC(=O)Oc1ccc(NC(=O)c2cccc(N3C(=O)CCC3=O)c2)cc1	100
O=C(NCCNc1nccc(-c2c(-c3cccc(F)c3)nc3sccn23)n1)c1ccccc1	84
CCN(O)C(N)=O	111
COc1ccc(C(C)=O)c(O)c1OC	145
Cn1c2ccccc2c2ssc(=S)c21	43
CCCOc1ccc(/C=N/Nc2cc(C)nc3ccc(Cl)cc23)cc1	-48*
CC1=C(NCCCN2CCCC2)C(=O)c2c(OCc3ccccc3)cccc2C1=O	99
CCCCCCn1ncc2c(N)ncnc21	87
Cc1ccc2oc(=O)cc(CSc3nnc(SCc4cc(=O)oc5ccc(C)cc45)s3)c2c1	101

Shown with each value named: part of the list above
CC(=O)Oc1ccc(NC(=O)c2cccc(N3C(=O)CCC3=O)c2)cc1
- HL-60(TB) = 100
O=C(NCCNc1nccc(-c2c(-c3cccc(F)c3)nc3sccn23)n1)c1ccccc1
- HL-60(TB) = 84
CCN(O)C(N)=O
- HL-60(TB) = 111
COc1ccc(C(C)=O)c(O)c1OC
- HL-60(TB) = 145

A different layout for 6 compounds above:
| Compound | HL-60(TB) |
| --- | --- |
| O=C(Nc1ccc(-n2ccc3c(NC(=O)c4ccccc4)nccc32)cc1)Nc1cccc(C(F)(F)F)c1 | 64 |
| CC(=O)Oc1ccc(NC(=O)c2cccc(N3C(=O)CCC3=O)c2)cc1 | 100 |
| O=C(NCCNc1nccc(-c2c(-c3cccc(F)c3)nc3sccn23)n1)c1ccccc1 | 84 |
| NC(Cc1ccc2c(c1)OCO2)c1ccc2c(c1)OCO2 (stereo unspecified) | 108 |
| N=c1c2cc(-c3ccccc3)oc2ncn1NC(=O)c1ccccc1 | 136 |
| CC1=C(NCCCN2CCCC2)C(=O)c2c(OCc3ccccc3)cccc2C1=O | 99 |

Next structures follow.
SMILES	HL-60(TB)
COc1ccc(/C=N/OCC(O)CNCc2ccccc2)cc1OC1CCCC1 (stereo unspecified)	105
CCOC(=O)/C(=C\c1ccc(OC)cc1)C(C)=O	93
Cc1nc(Nc2cccc(NC(=O)Nc3ccc(Cl)cc3)c2)c2ccccc2n1	79
COc1cn(CC(=O)O)c(=NC(=O)c2ccc(Cl)cc2)s1	102
Cc1cc([N+](=O)[O-])cc[n+]1[O-]	84
COC(=O)[C@H](C)NC(=O)c1ccc(NC(=O)c2[nH]c(C)c(Cl)c2Cl)c(OC2CCNCC2)c1	97
NS(=O)(=O)c1ccc(NC2=C(Cl)C(=O)c3ccccc3C2=O)cc1	88
IC(I)I	98
C[C@]12CC[C@@H]3c4ccc(O)c([N+](=O)[O-])c4CC[C@H]3[C@@H]1CC[C@@H]2NS(=O)(=O)c1ccc(C(F)(F)F)cc1	-12*
NS(=O)(=O)c1ccc(CCn2c(=O)c3cc4c(=O)n(CCc5ccc(S(N)(=O)=O)cc5)c(=O)c4cc3c2=O)cc1	114
NNC(=O)CSc1nc2sc3c(c2c(=O)n1-c1ccc(Cl)cc1)CCCC3	93
Cc1cc(NS(=O)(=O)c2ccc(NCc3nc4ccccc4c(=O)[nH]3)cc2)no1	100
CC1(C)C2CC=C(CCOC(=O)COc3cc(Cl)c(Cl)cc3Cl)C1C2 (stereo unspecified)	83
O=C1NC(=S)N/C1=C\c1ccc(O)cc1	79
CCCCCCn1c(-c2ccc(-c3nc(-c4ccc5ccccc5c4)no3)cc2)nc(-c2ccccc2)c1-c1ccccc1	101
O=[N+]([O-])c1ccc(OCCCOc2ccccc2)cc1	96
Cc1ccc(C(C(=O)O)c2ccc(C)cc2)cc1	116
C=C(C)[C@@H]1CC[C@]2(C)[C@H](CC[C@@H]3[C@@H]([C@@](C)(O)CCC=C(C)C)CC[C@]32C)[C@@]1(C)CCC(=O)OC	106
[2H]c1c([2H])n([C@@H]2O[C@H](COC(=O)C([2H])([2H])[2H])[C@@H](OC(=O)C([2H])([2H])[2H])[C@H]2OC(=O)C([2H])([2H])[2H])c(=O)[nH]c1=O	103
O=C(O)CCN1C(=O)/C(=C/c2cccs2)SC1=S	105
Fc1ccc(-c2ncnc3c2ncn3CC#CCCl)cc1	34
c1ccc(COC(c2ccccc2)(c2ccccc2)c2ccccc2)cc1	98
CC(=O)Nc1ccc(-n2cnc3ccc(-c4ccc(O)cc4)cc32)cc1	38
COc1cc(C(=O)/C=C/c2ccc(OCCCCCC[P+](c3ccccc3)(c3ccccc3)c3ccccc3)cc2)cc(OC)c1OC	11
O=C1CCC(NNc2ccccc2)N1 (stereo unspecified)	14
Nc1ccc(NC(=O)c2ccc(N)cc2)cc1	102
CCC(C)SC1=NC=NC2=NC=NC21 (stereo unspecified)	89
O=C1/C(=C/c2cccc([N+](=O)[O-])c2)COc2ccc(O)cc21	15
O=C1c2cccc3cccc(c23)C(=O)N1Nc1nc(N2CCOCC2)nc(N2CCOCC2)n1	103
Cc1cc(OCc2cccc(-c3ccc4c(c3)OCCO4)c2C)cc(OCc2cccc(C#N)c2)c1C=O	101
Cc1cc(C)c[n+]([O-])c1	104
Cc1ccc2cccc(OC(=O)c3cccnc3Oc3ccccc3)c2n1	100
CC(=O)SC1CC(=O)C=C2CCC3C4CCC(=O)OC4(C)CCC3C21C (stereo unspecified)	103
C#CC(CCC)OC(C)=O (stereo unspecified)	107
CC(C)C(NC(=O)OCc1ccccc1)C(=O)N(C(=O)NC1CCCCC1)C1CCCCC1 (stereo unspecified)	114
C/C(=N/NC(=S)NC1CCCCC1)c1sc(Nc2ccc(O)cc2)nc1C	66
COc1cc(Br)cc(C(=O)N2CCc3ccccc32)c1OC	101
OC[C@@H](O)[C@@H](O)[C@H](O)[C@@H](O)CO	115
CC1NC(=S)NC(c2cccs2)=C1C(=O)/C=C/Nc1ccccn1 (stereo unspecified)	87
Cc1nc2cc(NC(=O)CN3CCN(CCN4C(=O)c5cccc6cccc(c56)C4=O)CC3)ccc2s1	64
COc1ccc(OCCSc2nc3sc4c(c3c(=O)[nH]2)CCCC4)cc1	91
O=C(Nc1ccc(C(=O)/C=C/c2ccc(N3CCCC3)cc2)cc1)Nc1ccc([N+](=O)[O-])cc1	84
COc1cc(/C=N/NC(=O)c2ccccc2Nc2ccnc(C(F)(F)F)c2)ccc1O	14
O=C(NCCNc1cc(-c2cn(-c3ccccc3)nc2-c2cccc(O)c2)ccn1)c1ccc(F)cc1	46
CCCCCCCc1nc2c(c(=O)n(C)c(=O)n2C)n1C	99
Fc1ccccc1/C=C(/C1=NCCN1)n1cnc2ccccc21	95
Cn1c(=O)c2[nH]c(CNc3ccc(C(=O)O)cc3)nc2n(C)c1=O	95
COc1cccc(C(=O)N(c2ccc(Cl)cc2)C(C(=O)NC(C)(C)C)c2cc3c(C)cc(C)cc3nc2Cl)c1 (stereo unspecified)	72
COc1ccc(C(=O)/C=C/c2ccc(C)cc2)cc1S(=O)(=O)Nc1c(N)nc(SC)[nH]c1=O	78
CC(=O)Nc1cccc(Nc2nc(N[C@@H](C)c3ccccc3)c3ccccc3n2)c1	-51*
Cc1nc2ccc(Cl)cc2c(=O)[nH]1	96
CC(C)C(O)C=O (stereo unspecified)	99
Nc1nccc(SCc2ccc(Cl)cc2Cl)n1	100
COc1cc(C2C=C(c3ccc(N)cc3)N=C3SC=CN32)cc(OC)c1OC (stereo unspecified)	82
NS(=O)(=O)c1ccc(C(=O)N/N=C/c2ccccc2O)cc1	71
CNC12C3C4C1C1C2C3C41C(=O)N[C@H](C(=O)N(C)[C@H](C[C@@H](OC(C)=O)c1nc(C(=O)N[C@@H](Cc2ccccc2)C[C@H](C)C(=O)OC)cs1)C(C)C)C1CC1 (stereo partly specified)	-35*
C[C@]12CCc3sc(-c4ccc(Cl)cc4)nc3C1=CC[C@@H]1[C@@H]2CC[C@]2(C)C(=O)CC[C@@H]12	39
CCN(C(=O)CN1C(=O)/C(=C/c2ccco2)SC1=S)C1CCS(=O)(=O)C1 (stereo unspecified)	92
Cc1oc2c(C(=O)N/N=C\c3ccc(O)cc3O)c[nH]c2c1C	-9.1*
CN1C[C@H](C(=O)N[C@]2(C)O[C@@]3(O)[C@@H]4CCCN4C(=O)[C@H](Cc4ccccc4)N3C2=O)[C@H]2C[C@]23c2cccc4[nH]cc(c24)C[C@@H]13	96

Continuation.
SMILES	HL-60(TB)
O=[N+]([O-])c1ccc2cc[nH]c2c1	92
N=c1c2ccccc2nnn1-c1ccccc1[N+](=O)[O-]	130
O=C1/C(=C/c2ccc(Cl)cc2)SC(=Nc2ccc(Cl)cc2)N1Cc1nc2ccccc2[nH]1	96
COc1ccc2c(c1)CCCN2c1c2ccccc2nc2ccccc12	5.6*
CC1Cc2cc3c(cc2CN1)OCO3 (stereo unspecified)	90
Cc1cccc(-c2cn3ccnc3c(-c3ccc4ncn(Cc5ccccc5)c4c3)n2)c1	82
Cc1ccc(C(=O)c2c(N)c(C#N)cn2-c2ccc(Br)cc2C)cc1	108
CCOC(=O)c1ccc(NC2=C(Br)C(=O)C(C)=C(C)C2=O)cc1	87
COC(=O)[C@]12CC[C@@H](C(C)=O)[C@@H]1[C@H]1CC[C@@H]3[C@@]4(C)C/C(=C/c5cccnc5)C(=O)C(C)(C)[C@@H]4CC[C@@]3(C)[C@]1(C)CC2	-2.7*
Cc1ccc(S(=O)(=O)Nc2c(Br)cc(Br)cc2C(N)=O)cc1	83
COc1ccc(/C=C\c2nc3ccccc3s2)cc1OP(=O)(O)O	-1.4*
Cc1sc(NC(=O)c2ccc(C(C)(C)C)cc2)c(C(=O)O)c1C	45
COc1ccc(N2CCN(C3=CC(=O)C(C)=C(C)C3=O)CC2)cc1	98
Cc1ccc(C(=O)Nc2ccc(CN3CCN(C)CC3)c(C(F)(F)F)c2)cc1C#Cc1cnc(N)c2ccc(F)cc12	-25*
CC(=O)N1N=C(c2ccc(Nc3nc(Nc4ccc(F)cc4)nc(Nc4ccc(Cl)cc4)n3)cc2)CC1c1cccc([N+](=O)[O-])c1 (stereo unspecified)	79

Arranged by number of heavy atoms (lowest first): some entries from above
SMILES	HL-60(TB)
Cc1ccc(S(=O)(=O)Nc2c(Br)cc(Br)cc2C(N)=O)cc1	83
COc1ccc2c(c1)CCCN2c1c2ccccc2nc2ccccc12	5.6*
COC(=O)[C@]12CC[C@@H](C(C)=O)[C@@H]1[C@H]1CC[C@@H]3[C@@]4(C)C/C(=C/c5cccnc5)C(=O)C(C)(C)[C@@H]4CC[C@@]3(C)[C@]1(C)CC2	-2.7*
Cc1ccc(C(=O)Nc2ccc(CN3CCN(C)CC3)c(C(F)(F)F)c2)cc1C#Cc1cnc(N)c2ccc(F)cc12	-25*

Other records
SMILES	HL-60(TB)
S=c1cc(-c2ccccc2)ss1	83
COc1ccc([N+](=O)[O-])cc1I	127
O=S(=O)(O)c1cccc(N=Nc2ccc(Nc3ccccc3)cc2)c1	97&90
COc1ccc(C=Nc2ccc(/C=C\C(=O)O)cc2)cc1	102
Cc1ccc(-c2c3c(N)nc(-c4ccncc4)nc3nc3c2c(C)nn3-c2ccccc2)cc1	97
COc1cccc(Cn2cc(C(=O)Nc3cccnc3Nc3cc(OC)c(OC)c(OC)c3)nn2)c1	103
CC1CN(CCO)C(C)CN1 (stereo unspecified)	85
N#Cc1c([N+](=O)[O-])no[n+]1[O-]	95
Cc1ccc(Cc2cnc(NC(=O)CCN3C(=O)/C(=C/c4ccc(Cl)cc4)SC3=S)s2)cc1	99
CCCCC(O)Cn1ncc(C(=O)OCC)c1NC(=O)NCc1ccc(C(F)(F)F)cc1 (stereo unspecified)	76
Cc1cc(=O)oc2cc(Nc3nc4c(Cl)ccc(Cl)c4s3)ccc12	100
CCCCOc1nc2c(C)cccc2cc1/C=C/C(=O)/C=C(/C=C/c1cc2cccc(C)c2nc1OCCCC)OB(F)F	92
CCOc1ccc(C=C2C(=O)NC(=S)NC2=O)cc1OCC	81
CC(C)CN(C(=O)c1ccc(Cl)cc1)c1c(N)n(CC(C)C)c(=O)[nH]c1=O	91
COc1ccc(NC(=O)Nc2ccc(OCC(=O)N=Nc3c(O)[nH]c4ccc(Cl)cc34)cc2)cc1	99
Cc1cn(C2CC(OC(=O)c3ccc(Cl)cc3)C(COC(=O)c3ccc(Cl)cc3)O2)c(=O)[nH]c1=O (stereo unspecified)	109
COc1ccc2c3ccnc(C(F)(F)F)c3n(CCCCN)c2c1	54
Cn1cc(-c2nc(-c3cccnc3)cs2)c2cc(Br)ccc21	98
Nc1c(S(=O)(=O)O)ccc2ccccc12	103
Cc1cccc(C)c1N=C(Cc1nc2c(=O)[nH]c(=O)n(C)c2[nH]c1=O)c1ccccc1	98
O=C(CSc1nnc(-c2ccccc2)o1)Nc1ccc(C(=O)/C=C/c2ccc(Cl)cc2)cc1	68
O=C1NC(=Nc2ccc(Cl)cc2)/C(=C/N2N=C(c3ccc(Cl)cc3)CC2c2ccc(F)cc2)S1 (stereo unspecified)	84
CCC(CO)NC(Cc1ccccc1)c1ccc(OC)cc1 (stereo unspecified)	94
Nc1cc(N)[nH]c(=S)n1	104
Cc1cccc(-c2nc(Nc3ccc(C)c(S(N)(=O)=O)c3)c3ccccc3n2)c1	26
CCOC(CN(C(C)C)C(C)C)OCC	93
Cn1c(=O)c2c(ncn2CC(=O)Nc2ccc(S(N)(=O)=O)cc2)n(C)c1=O	94
COc1ccc(Nc2ccc(NC(=O)c3ccc([N+](=O)[O-])cc3)cn2)cc1	98
COc1ccc(N2C(=O)C3C4c5ccccc5C(C3C2=O)[n+]2ccccc24)cc1 (stereo unspecified)	96
Cc1ccc2nc(NC(=O)CSc3nc(-c4ccccc4)c(C#N)c4nnnn34)sc2c1	99
C[C@H](Oc1cc(-c2cnn(C3CCNCC3)c2)cnc1N)c1c(Cl)ccc(F)c1Cl	58
CC(C)N(CCCNC(=O)Nc1ccc(C(C)(C)C)cc1)C[C@H]1O[C@@H](n2ccc3c(N)ncnc32)[C@H](O)[C@@H]1O	95

Screens: PubChem BioAssay, NCI

These rows are one share of the data; the hit share may differ from the screen's.
